Pf growth 96h: P. falciparum growth inhibition at 96 hours; P. falciparum luciferase reporter growth, 96 h; Potency, µM (top dose mostly 28.7 µM), for inactives: at the top dose activity change, negative = inhibition, most hits filed as inhibitors; 320,000 compounds, 6.9% hits; AID 504834; note: potency is the fitted concentration of half-maximal effect; % is set by controls: 0 for no effect and ±100 for the full control effect
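Infected RBCs, 2% Hct / 0.05% parasitemia final; luciferase-reporter P. falciparum; cpd 96 h, 37 C, 5% CO2; luciferase detection reagent; luminescence.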
CHX counter: counter-screen for Shiga toxin inhibitors: cycloheximide protein synthesis inhibition; cell reporter, cycloheximide protein synthesis inhibition counterscreen; 300,000 compounds, 12% hits; max response, %; in the data active = max response mostly above about 13%, no sharp cut-off; inactive = mostly below about 14%; note: read at 38.3 µM for the half of the compounds with a filed dose; 0% is about no effect
Pf growth 48h: inhibits P. falciparum growth in the first generation, 48 h; P. falciparum luciferase growth in erythrocytes, 48 h; Potency, µM (doses to about 28.7 µM), without a hit: at the highest dose activity change, negative = inhibition, actives largely listed as inhibitors; 310,000 compounds, 5.9% hits; note: potency is the fitted concentration of half-maximal effect; % is set by controls: 0 for no effect and ±100 for the full control effect
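Luminescence readout; reporter = integrated firefly luciferase in P. falciparum. RBC culture at 2% hematocrit, 0.1% parasitemia final, 37 C/5% CO2; decreased signal taken as growth inhibition.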
Giardia FBPA inh: blocks Giardia fructose-bisphosphate aldolase activity. A8B2U2. purified Giardia FBPA. Potency, µM (highest dose often 59.6 µM), for inactives: at the highest dose activity, negative = inhibition, actives largely listed as inhibitors. 290,000 compounds, 0.71% hits. AID 2451; note: potency is the fitted concentration of half-maximal effect; % is set by controls: 0 for no effect and ±100 for the full control effect; nearly all actives have a fitted effect of over 55% in size
Target sequence (A8B2U2 whole entry, looked up): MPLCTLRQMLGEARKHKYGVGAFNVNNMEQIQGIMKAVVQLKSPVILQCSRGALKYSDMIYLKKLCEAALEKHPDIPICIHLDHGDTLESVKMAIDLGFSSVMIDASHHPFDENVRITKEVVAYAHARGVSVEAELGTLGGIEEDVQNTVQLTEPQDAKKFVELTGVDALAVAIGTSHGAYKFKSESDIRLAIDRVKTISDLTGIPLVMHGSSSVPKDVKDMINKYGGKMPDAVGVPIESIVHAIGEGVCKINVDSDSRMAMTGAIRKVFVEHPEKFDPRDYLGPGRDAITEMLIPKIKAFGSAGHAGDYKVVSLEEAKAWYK
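Giardia FBPA (40 nM reagent) was preincubated 10 min at RT with compound (up to 57.5 uM final), then substrate plus GAPDH/TPI/NAD/arsenate coupling system with diaphorase/resazurin was added; resorufin fluorescence (525/598 nm) was read after 20 min.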
Shiga inhibitor: inhibitors of Shiga toxin in Vero cells; Vero cells, Shiga toxin protein synthesis inhibition reporter; inhibition, % at 38.7 µM; 290,000 compounds, 9.2% hits; in the data active = inhibition mostly above about 28%, no sharp cut-off; inactive = mostly below about 43%; note: 0% is about no effect
HCV inhibitor: HCV inhibition | Huh7.5.1 HCVcc-Cre infection, luciferase reporter, 44 h | Potency, µM (titrated, usually from 41.8 µM), for the others: at the top dose activity change, negative = inhibition, usual class: inhibitors | 340,000 compounds, 3.4% hits | AID 651820; note: potency is the fitted concentration of half-maximal effect; % is set by controls: 0 for no effect and ±100 for the full control effect
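Reporter virus HCVcc-Cre (~0.5 moi) infects cells exposed to compound; seeding density 1,000 cells/well with 4 h settling beforehand. Luminescence, 15 sec read, taken 44 h post-infection following a 15 min RT substrate incubation.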
Numbers without * were called inactive; u = inconclusive; x = not tested or not shown; [ ] = dose if it differs, or a comment. Unless noted, calls come from the whole dose curve; as a rule, active = well fitted curve in the direction sought with a large enough effect; inconclusive = small, poorly fitted or top-dose-only effect, or another doubt; inactive = no such curve, though single readings can be large; an effect the other way counts as inactive or inconclusive.

Each structure is followed by: CHX counter, Pf growth 96h, HCV inhibitor, Pf growth 48h, Giardia FBPA inh, Shiga inhibitor
CN(C(=O)c1ccco1)c1nnc(C23CC4CC(CC(C4)C2)C3)s1
→ 57*, -98%, u, u, -4%, 83*
Cn1c2c(c(=O)n(C)c1=O)CN(CCCN1CCOCC1)CN2
→ -2, u, -2%, 11%, -8%, -5
CC(C)(C)OC(=O)N[C@@H](C(=O)OC(C)(C)C)c1ccc(C(F)(F)F)cc1
→ x, 22%, 2%, -17%, x, x
Cc1cc(C)n(-c2nc3ccccc3nc2N2CCCCCC2)n1
→ -2, -14%, 0%, u, 8%, 15
O=C(NCCc1csc(-c2cccnc2)n1)c1ccc(Cl)cc1
→ -2, u, -15%, -18%, 4%, 21*
Cc1ccccc1OCC(=O)Nc1ccc2c(c1)ncn2C
→ x, -4%, -14%, -39%, x, x
CCc1ccc(Oc2coc3cc(O)ccc3c2=O)cc1
→ 31*, u, 10%, 62%[activator], 8%, 57*
CSCCC(NC(=O)c1ccccc1)C(=O)N1CC(C)OC(C)C1 (stereo unspecified)
→ x, -2%, 20%, -10%, x, x
CC(C)C[C@H](NC(=O)CCCn1nnc2ccccc2c1=O)C(=O)O
→ -1, 76%[activator], 6%, 31%[activator], 10%, 9
CC(NC(=O)c1ccco1)C12CC3CC(CC(C3)C1)C2 (stereo unspecified)
→ x, u, -1%, u, x, x
Nc1nc(O)c(Sc2ccccc2[N+](=O)[O-])c(=O)[nH]1
→ 3, 48%[activator], 16%, 17%, -15%, -4
COc1ccc(C)cc1Nc1nc(-c2c(C)[nH]c3ccccc23)cs1
→ 11, 0%, u, u, -27%, -4
O=c1cc(-c2c(F)c(F)c(F)c(F)c2F)oc2ccccc12
→ -2, 0%, 5µM*, x, 5%, -28
CNC(=O)c1cn(-c2ccc(Cl)cc2)c(=O)c2ccccc12
→ -7, 13%, 1%, -4%, 0%, -24
COc1ccc(S(=O)(=O)N(C)Cc2cccs2)cc1Br
→ 5, x, 2%, 14%, 3%, 20
COc1ccc(S(=O)(=O)N2CCC(N3CCN(c4ccccc4)CC3)CC2)cc1
→ 2, 70%[activator], x, 50%, 8%, -6
COc1ccc(NC(=O)c2cc(OCCCN(C)C)nn2Cc2ccccc2)cc1
→ 8, x, x, x, -2%, 0
Cc1ccc(-c2nn(-c3ccccc3)cc2C=C2C(=O)CC(C)(C)CC2=O)cc1
→ -3, u, -23%, 28%, 2%, 9
O=C(c1cc2cc(F)ccc2[nH]1)N1CCCC(Nc2ccc(F)cc2)C1 (stereo unspecified)
→ 9, u, 14%, 40%[activator], x, 9
CC(C)Oc1ccc(OCCn2c(S(=O)(=O)O)nc3c(N)ncnc32)cc1
→ -2, u, 13%, -2%, 10%, -10

Some of the entries so far, as tab-separated lines.
SMILES	CHX counter	Pf growth 96h	HCV inhibitor	Pf growth 48h	Giardia FBPA inh	Shiga inhibitor
CSCCC(NC(=O)c1ccccc1)C(=O)N1CC(C)OC(C)C1 (stereo unspecified)	x	-2%	20%	-10%	x	x
CC(C)C[C@H](NC(=O)CCCn1nnc2ccccc2c1=O)C(=O)O	-1	76%[activator]	6%	31%[activator]	10%	9
CC(NC(=O)c1ccco1)C12CC3CC(CC(C3)C1)C2 (stereo unspecified)	x	u	-1%	u	x	x
Nc1nc(O)c(Sc2ccccc2[N+](=O)[O-])c(=O)[nH]1	3	48%[activator]	16%	17%	-15%	-4
COc1ccc(C)cc1Nc1nc(-c2c(C)[nH]c3ccccc23)cs1	11	0%	u	u	-27%	-4
O=c1cc(-c2c(F)c(F)c(F)c(F)c2F)oc2ccccc12	-2	0%	5µM*	x	5%	-28
CNC(=O)c1cn(-c2ccc(Cl)cc2)c(=O)c2ccccc12	-7	13%	1%	-4%	0%	-24
COc1ccc(S(=O)(=O)N(C)Cc2cccs2)cc1Br	5	x	2%	14%	3%	20
COc1ccc(S(=O)(=O)N2CCC(N3CCN(c4ccccc4)CC3)CC2)cc1	2	70%[activator]	x	50%	8%	-6
COc1ccc(NC(=O)c2cc(OCCCN(C)C)nn2Cc2ccccc2)cc1	8	x	x	x	-2%	0

More results.
Each structure is followed by: CHX counter, Pf growth 96h, HCV inhibitor, Pf growth 48h, Giardia FBPA inh, Shiga inhibitor
C/C(=N/NC(=O)c1cc(-c2ccccc2)nc2c(Cl)cccc12)c1cccnc1
→ -3, 10µM*, u, u, 6%, -12
Cn1c(=O)c2c(nc(N3CCN(Cc4ccccc4)CC3)n2CCCc2ccccc2)n(C)c1=O
→ 7, 6.6µM*, u, 3.7µM*, 4%, 22
COCc1nnc(NC(=O)C2CC(=O)N(CCc3ccc(F)cc3)C2)s1 (stereo unspecified)
→ -5, 33%[activator], -9%, 22%, 6%, -6
Nc1nonc1C(=O)NCCNC(=O)c1cccs1
→ -1, x, 4%, 9%, 1%, -13
Cn1c(NC(=S)Nc2ccccc2)nc2ccccc21
→ 47*, u, -17%, u, -2%, 65*
Cc1cccc(CN2C(=O)c3ccccc3Sc3ccc(C(=O)NCCCN4CCOCC4)cc32)c1
→ 7, u, -10%, u, x, 0
CCCN1CCC(=NNc2ccc(S(=O)(=O)N3CCOCC3)cc2[N+](=O)[O-])CC1
→ 2, u, u, -4%, 2%, 5
O=C1CSc2ccc(S(=O)(=O)NCc3ccc(Cl)cc3)cc2N1
→ 2, u, 5%, 34%[activator], 1%, -11
CC1Cc2ccccc2N1C(=S)Nc1cccc(S(=O)(=O)N(C)C)c1 (stereo unspecified)
→ -4, 11%, -21%, 10%, -18%, -9
CCCCc1cc(=O)oc2c(C)c(OCC(=O)NCc3ccccn3)ccc12
→ -11, -16%, 19%, u, -2%, -5
CCCCCC(=O)N(CN1C(=O)CCC1=O)c1ccccc1
→ -1, 11%, u, 1%, 3%, -5
CCCCN1C(=O)C(=O)N(CC(=O)NC2CCCc3ccccc32)C1=O (stereo unspecified)
→ 7, 50%[activator], -23%, 0%, 1%, 26
O=C(CSc1nc2ccsc2c(=O)n1Cc1ccc(C(=O)O)cc1)NCc1ccco1
→ -5, -13%, 21%, -10%, 8%, -15
CN(CCOc1ccc(-c2ccn(S(=O)(=O)c3c(Cl)cccc3Cl)n2)cc1)c1ccccn1
→ 2, 2.6µM*, 16%, u, -14%, -13
COc1cccc(C(=O)C2CCCN(Cc3cn[nH]c3C3CCCCC3)C2)c1 (stereo unspecified)
→ 1, 2%, -3%, u, 2%, 4
COc1ccc(NC(=O)c2coc3ccccc23)cc1OC
→ 20*, -23%, u, 19%, -10%, 71*
O=c1c2ccc(Cl)cc2[nH]c(=S)n1Cc1cccnc1
→ 8, 157%[activator], 0%, 29%, -5%, 6
OC(COc1ccc2c(c1)CCC2)CN1CCN(c2ccccc2F)CC1 (stereo unspecified)
→ 5, x, u, u, 0%, -5
COc1ccc(CCNC(=O)C/C(C)=N/NC(=O)c2ccc(N)cc2)cc1OC
→ 12*, u, u, 40%[activator], 2%, 27
COc1cc2c(cc1O)CC[n+]1cc3c(OC)c(OC)ccc3cc1-2
→ -3, 0.12µM*, -8%[8.37 µM], 0.41µM*, u, -7
Nc1nnc(SCC(=O)NCC(=O)Nc2ccc(F)c(F)c2F)s1
→ x, 11%, -23%, 6%, x, x
Cc1ccc2c(c1)NC(=O)C(CC(=O)N(C)Cc1ccccc1)O2 (stereo unspecified)
→ -6, u, -13%, x, -1%, -9
CCc1ccc(N2CCN(C(=O)N3CCOCC3)CC2)cc1
→ -3, 38%[activator][5.75 µM], 11%, 8%, 3%, -8
COCC(=O)OC/C(O)=C(\C#N)c1nc2ccccc2[nH]1
→ 5, u, -15%, -3%, 16µM*, 14
COc1ccc(-c2ccc(Nc3ccc(C(=O)N4CCOCC4)cc3)nn2)cc1OC
→ 1, -16%, u, u, 0%, 0
O/C(=C\Sc1nnc(Cc2ccccc2)o1)c1ccc(Br)cc1
→ -2, 7%, 6%, 30%[activator], 9%, -10
Cc1ccc(C)c(N2CCN(c3nc4ccccc4c(=O)n3Cc3ccccc3)CC2)c1
→ 1, 0%, 19%, x, 1%, -4
CCOC(=O)C(C)N(c1ccccc1Cl)S(C)(=O)=O (stereo unspecified)
→ x, 7%, 7%, u, x, x
COc1ccc(NS(=O)(=O)c2ccc3c(c2)NC(=O)C(C)S3)cc1 (stereo unspecified)
→ 27, u, u, u, 5%, -6
O=[N+]([O-])c1cc(Cl)cc(C2=NCCN2)c1
→ 1, u, 8.9µM*, x, -5%, -12
O=C(CSC1=NC(=O)C(c2ccccc2)C(=O)N1)Nc1ccccc1[N+](=O)[O-] (stereo unspecified)
→ 10, 50%[activator], u, 0%, 0%, 4
O=C(Nc1nc2ccc(F)cc2s1)c1cccs1
→ 50*, u, -24%, 352%[activator], 4%, 126*
O=C(NCc1cccnc1)c1ccccc1Br
→ 1, -2%, 15%, 27%, -3%, 15
CCCNc1cc(=S)nc(N)[nH]1
→ -3, u, -28%, u, u, 1
CC1Cc2ccccc2N1C(=O)CSc1nnnn1Cc1ccccc1 (stereo unspecified)
→ 12, 8%, u, -5%, -6%, -9
CCC1CCCCN1Cc1c(O)ccc2c(=O)c(-c3ccccc3)coc12 (stereo unspecified)
→ 0, -9%, -8%, u, 4%, x
Cc1cc(NS(=O)(=O)c2cccc([N+](=O)[O-])c2)no1
→ -4, 11%, 18%, -7%, x, -9
COc1ccc(Cc2nnc(SCC(=O)c3ccc(OC)cc3)o2)cc1
→ -3, x, u, -11%, 0%, -18
Cc1ccc(OCC(=O)NCc2cccs2)c([N+](=O)[O-])n1
→ 23, 27%, 6%, 28%, 2%, 21
O=C(NCc1nnc(SCC(=O)N2CCC(Cc3ccccc3)CC2)o1)c1ccccc1F
→ 6, 13µM*, u, 9%, 1%, -1
CCOc1cc(C(=O)Nc2cc3c(cc2N2CCCC2)n(C)c(=O)n3C)cc(OCC)c1OCC
→ 3, 65%[activator], -9%, u, x, -4
Cc1cc(Nc2ccc(Cl)cc2)n2nnnc2n1
→ 1, 0%, u, u, 1%, -2
CNC(=O)COC(=O)c1ccc2c(c1)NC(=O)C1CCCN21 (stereo unspecified)
→ 9, -23%, x, 0%, 8%, -23
NC(=O)c1ccccc1NS(=O)(=O)c1ccc2c(c1)OCCO2
→ -1, -3%, 12%, x, 20%, -10
Cc1ccc(OS(=O)Nc2cccc3nccnc23)cc1 (stereo unspecified)
→ -3, 80%[activator], -12%, u, -20%, -7
COCc1cccc(NC(=O)Cc2cccc3ccccc23)c1
→ -1, -3%, 3%, 24%, -1%, 1
CCc1c(O)nc(SCC(=O)Nc2ccccc2C)n(-c2ccc(C)cc2)c1=O
→ 2, -7%, 13%, -8%, 14%, -3
CCN(CC)C(=O)CSc1nc(O)cc(=O)n1-c1ccccc1OC
→ 5, 12%, 12%, -16%, -2%, -5
C=CCn1c(Cc2ccc(OC)cc2)nnc1SCC(=O)NCCc1ccccc1
→ -3, u, -12%, -11%, x, -12
Cc1cccc2cc(-c3nc4ccc(C(=O)O)cc4[nH]3)c(=O)oc12
→ 25*, 11%, 1%, 105%[activator], u, 37*

Screening data as filed in PubChem BioAssay.
